Keap1-Nrf2 PPI = Keap1-Nrf2 protein-protein interaction inhibitors, primary screen, biochemical, fluorescence polarization, single point | Kelch-like ECH-associated protein 1 (Homo sapiens), Q14145 | Keap1 Kelch-Nrf2 peptide fluorescence polarization, 1536-well | inhibition, % at 9.4 µM | hit rate 0.15% among 340,000; in the data active = inhibition above about 12%; inconclusive = no clear call, values can overlap the other calls; inactive = below about 7.3%;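 note: human Keap1 Kelch domain with fluorescein labeled Nrf2 9mer peptide probe; 0% = neutral control wells and 100% = peptide positive control; higher means more block of Keap1 binding to Nrf2 peptide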
DAGLB inh = DAGLB lipase inhibitors, primary screen, biochemical, fluorescence, HTS; Diacylglycerol lipase-beta (Homo sapiens), Q8NCG7; HEK293T DAGLB membrane lysate, EnzChek fluorogenic substrate; inhibition, % at 5.17 µM; hit rate 0.059% among 340,000; AID 504411, 2011; in the data active = inhibition above about 34%;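 note: 0% = enzyme with vehicle and 100% = wells lacking enzyme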
LANA DNA inh = inhibitors of KSHV C-LANA binding to DNA, primary screen, biochemical, fluorescence polarization, FAM-LBS DNA, MBP-C-LANA, single point; inhibition, % at 9 µM; Kaposi's sarcoma herpesvirus LANA C-terminal domain (residues 932-1162) DNA binding; hit rate 0.078% among 340,000;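 active = highest replicate inhibition at or above 60% at 9 µM, even if other replicates fall short; inactive = all replicates below 60% inhibition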;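 note: 0% = neutral control wells and 100% = 4 µM acridine orange control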
CAL PDZ FP-1 = untagged CAL PDZ binding inhibitors, primary screen, biochemical, fluorescence polarization, HTS | hit rate 0.92% among 300,000 | inhibition, % at 24.9 µM | AID 602252, 2012 | purified CAL PDZ, TMR-peptide fluorescence polarization, 1 h;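 active = mean inhibition of at least 30% with at least half of replicates also reaching 30%; inconclusive = no clear call, values can overlap the other calls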;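 note: 0% = DMSO neutral control and 100% = excess unlabeled competitor peptide PRC23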
CAL PDZ FP-2 = CAL PDZ peptide-binding inhibitors, primary screen, biochemical, fluorescence polarization, Cer-tagged CAL PDZ, HTS. purified CAL PDZ, TMR-peptide fluorescence polarization, 1 h. Golgi-associated PDZ and coiled-coil motif-containing protein (Homo sapiens), Q9HD26. hit rate 0.02% among 330,000. inhibition, % at 20 µM. AID 504414, 2011;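 active = highest replicate inhibition of at least 40%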;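 note: plate controls were DMSO neutral control wells for no effect and unlabeled competitor peptide control wells for full effect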
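material = purified tagged CAL PDZ domain construct (CerCALP) | buffer or medium = sodium phosphate/NaCl buffer pH 7.4 with TCEP, IgG, Thesit | reagent = TMR-labelled reporter peptide T*-PRC34 bound in PDZ groove | incubation = 1 h room-temperature incubation prior to read | measured by = fluorescence polarization (mP) | evaluation = percent inhibition from loss of millipolarization | control set = unlabelled peptide and DMSO controls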
NSD2 HMT inh = NSD2 histone methyltransferase inhibitors, primary screen, biochemical, AlphaScreen, single concentration, set 2. Histone-lysine N-methyltransferase NSD2 (Homo sapiens), O96028. inhibition, % at 12.5 µM. hit rate 0.54% among 310,000. NSD2 peptide methylation, 120 min; in the data active = inhibition above about 50%
RTF Ca sens inh = cardiac RTF calcium sensitivity inhibitors, primary screen, biochemical, IANBD-TnC fluorescence, EC70 calcium; Troponin I, cardiac muscle (Homo sapiens) + Troponin T, cardiac muscle (Homo sapiens) + …; IANBD-labeled cardiac RTF, Ca2+ fluorescence; inhibition, % at 7.15 µM; hit rate 0.12% among 340,000; AID 493244, 2011;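 active = inhibition above the mean inhibition of all tested compounds plus 3 SD, cut at about 17% in these data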;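 note: assay run at fixed EC70 calcium of 1.6 mM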
V-ATPase pH = regulators of yeast V-ATPase proton pumping, primary screen, pHLuorin cytosolic pH fluorescence; response, % at 10 µM; AID 504577, 2011; S. cerevisiae; hit rate 0.37% among 350,000; in the data active = response mostly above about 7.3%, no sharp cut-off; inactive = mostly below about 5.4%; note: actives read high; inactives centre near 0; some compounds called inactive have numbers as strong as hits
Arr AP2 block = inhibitors of beta-arrestin/AP2 binding, primary screen, biochemical, GPCR trafficking, flow cytometry. beta-arrestin 1 C-terminal peptide binding to AP2 beta2-adaptin appendage (human). FITC-arrestin peptide / GST-AP2 beads; AP2 beta2 appendage carries R879A mutation. inhibition, % at 10 µM. hit rate 0.31% among 340,000. AID 504490, 2011;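 active = inhibition above a set limit, near 3 SD of compounds lacking own fluorescence, cut at about 54% in these data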;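 note: plate controls were DMSO wells for no effect and 5 µM unlabelled arrestin peptide for full effect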
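test system = AP2 appendage R879A on GSH beads | buffer or medium = PBS plus Tween 20 (0.05%) and BSA (0.1%) | incubation = 12 min plus 1 h, RT | detection = bead flow cytometry, FITC channel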
Pemphigus Ab inh = inhibitors of pemphigus antibody binding to DSG3, primary screen, biochemical, bead-based, flow cytometry, scFv-GFP. binding (percent of control), % at 10 µM. Desmoglein-3 (Homo sapiens), P32926. AID 588358, 2011. hit rate 0.48% among 310,000. DSG3-coupled beads, scFv-anti-DSG3-GFP binding; active compounds read low;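 active = binding more than 3 SD below its plate's average and above zero; inconclusive = below that plate limit but binding exactly zero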;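 note: hits lower antibody fragment binding to DSG3; some compounds called inactive have numbers as strong as hits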
Target sequence (P32926 whole entry, looked up, the tested form may be a part): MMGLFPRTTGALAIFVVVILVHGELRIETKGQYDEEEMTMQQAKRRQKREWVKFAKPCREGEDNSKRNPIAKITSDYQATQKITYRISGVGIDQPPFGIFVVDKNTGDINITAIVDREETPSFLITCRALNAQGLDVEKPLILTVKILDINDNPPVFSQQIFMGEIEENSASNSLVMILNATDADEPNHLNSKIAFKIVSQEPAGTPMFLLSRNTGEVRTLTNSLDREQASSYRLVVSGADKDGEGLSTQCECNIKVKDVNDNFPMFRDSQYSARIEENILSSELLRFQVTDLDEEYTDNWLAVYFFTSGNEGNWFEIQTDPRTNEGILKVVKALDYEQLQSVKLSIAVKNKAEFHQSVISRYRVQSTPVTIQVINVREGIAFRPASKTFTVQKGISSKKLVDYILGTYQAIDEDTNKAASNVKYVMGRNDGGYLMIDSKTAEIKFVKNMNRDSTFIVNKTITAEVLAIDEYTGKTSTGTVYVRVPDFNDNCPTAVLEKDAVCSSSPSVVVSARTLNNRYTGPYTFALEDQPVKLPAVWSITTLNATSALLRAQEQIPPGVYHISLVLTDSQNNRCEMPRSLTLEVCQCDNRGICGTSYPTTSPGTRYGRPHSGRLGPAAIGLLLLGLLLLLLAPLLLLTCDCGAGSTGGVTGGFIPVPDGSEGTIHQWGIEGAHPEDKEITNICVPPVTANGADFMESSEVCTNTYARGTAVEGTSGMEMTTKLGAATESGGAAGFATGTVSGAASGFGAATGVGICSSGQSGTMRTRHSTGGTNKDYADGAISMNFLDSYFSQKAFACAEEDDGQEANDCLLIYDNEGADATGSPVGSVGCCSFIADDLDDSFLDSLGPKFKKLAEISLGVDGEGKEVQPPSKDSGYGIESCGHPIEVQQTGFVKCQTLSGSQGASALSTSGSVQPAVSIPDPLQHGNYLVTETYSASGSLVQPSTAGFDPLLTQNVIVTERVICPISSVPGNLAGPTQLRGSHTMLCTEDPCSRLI
Active calls of the source: *; ? = inconclusive; nt = not tested or not shown.

SMILES	Keap1-Nrf2 PPI	DAGLB inh	LANA DNA inh	CAL PDZ FP-1	CAL PDZ FP-2	NSD2 HMT inh	RTF Ca sens inh	V-ATPase pH	Arr AP2 block	Pemphigus Ab inh
Cc1ccc(S(=O)(=O)N2CCN(C(=O)c3cccc(-n4cccc4)c3)CC2)cc1	-8	0	-5.6	-2	0.3	5	-7	1	-3	99
Cc1ccc(-c2csc(N3CCN(c4cc5c(cc4Cl)nc(C(C)N)n5CCCO)CC3)n2)cc1 (configuration not stated)	0	-1	3.5	0	-0.6	nt	6	-2	22	100
Cc1ccc(CCNC(=O)CN(c2cc(C)cc(C)c2)S(=O)(=O)c2c(C)noc2C)cc1	-3	-4	0.3	-4	-1.4	-2	-12	0	4	129
Cn1c(=O)c2c(nc(SCc3nn[nH]n3)n2Cc2ccccc2F)n(C)c1=O	2	1	4.2	-2	-1.4	3	-7	-1	-2	113
Nc1c(C(=O)NCc2ccccc2)c2nc3ccccc3nc2n1-c1ccc2c(c1)OCO2	-1	1	1.5	-3	-1.0	0	-9	-1	-2	113
O=C(C1CCN(S(=O)(=O)c2cnc[nH]2)CC1)N(CCc1ccccc1)Cc1ccccc1	-2	0	-0.8	nt	-0.8	-3	-3	-1	6	105
NC(=O)CSc1nnc(-c2cccs2)n1Cc1ccco1	-3	-1	0.8	nt	-1.1	-3	0	-1	21	106
Cc1ccc(CNC(=O)CC(NC(=O)c2ccccc2)c2ccccc2)cc1 (configuration not stated)	6	-5	-1.1	7	-3.2	1	-5	2	1	108
N#Cc1c(N)oc(-c2ccc3c(c2)OCO3)c1-c1ccc2c(c1)OCO2	-2	2	2.0	-1	-2.5	nt	-10	-2	3	107
O=C(CN(C(=O)c1csnn1)c1ccccc1)NCc1ccc2c(c1)OCO2	-3	0	1.0	-2	-2.0	-3	-4	5	1	94
Cc1ccc(NC(=O)CSc2nc(O)cc(=O)n2-c2ccc(C)cc2)cc1	-1	8	-1.4	-4	-2.3	6	-10	-1	2	95
COc1ccccc1C(=O)N(CCN(C)C)c1nc2cc(C)cc(C)c2s1	-4	-1	-2.5	-4	-2.9	18	-4	-1	-11	103
COc1ccc(OCc2nnc(SCC(=O)NCc3ccco3)o2)cc1	2	1	-1.0	0	-0.8	-5	6	0	2	nt
COc1ccc(/C=C/CN2CCC(CO)(Cc3ccccc3Cl)CC2)cc1	1	0	-2.1	5	-3.7	6	-7	-1	0	100
S=c1[nH]nc(-c2ccc3ccccc3n2)n1-c1cc(Cl)cc(Cl)c1	-2	9	-0.2	-4	-0.5	1	2	0	-1	96
Cc1cc(OCc2nc(-c3ccc(NC(=O)c4cccnc4)cc3)no2)ccc1Cl	-3	-1	0.1	nt	0.6	-1	-5	-1	1	101
Cc1ccc(C(=O)Nc2cc3c(cc2Cl)OCCCO3)cc1	-3	-11	0.9	-2	nt	-4	-4	0	7	108
O=C(O)c1ccc(Nc2ncnc3c2cnn3Cc2ccccc2)cc1	2	0	1.5	-8	-0.6	-1	0	-3	14	100
CC1C(=O)N2CCCc3cc(NC(=O)COc4ccccc4)cc1c32 (configuration not stated)	2	-15	-0.9	-1	-2.4	2	-2	-1	-2	100
CCOC(=O)c1sc(NC(=O)CCN2C(=O)c3cccc([N+](=O)[O-])c3C2=O)c(C(=O)OCC)c1C	0	-2	1.0	1	0.4	-8	-5	-5	11	103
COC(=O)Cn1c(=O)c2c(nc3n2CC(C)CN3c2ccc(C)c(C)c2)n(C)c1=O (configuration not stated)	0	-1	-0.4	1	-1.2	nt	-4	-3	23	96
COC(=O)Cn1cc(/C=N/NC(=O)c2ccc(C#N)cc2F)c2ccccc21	1	1	-0.7	-3	nt	-1	6	0	0	104
COc1ccc(-c2ccc3nnc(SCC(N)=O)n3n2)cc1	0	2	0.5	-7	-2.4	-6	-3	3	-9	86
Cc1ccc2c(C)c(C(=O)NCC(C)(C)N3CCOCC3)oc2c1C	-2	1	2.9	-1	-1.9	-1	1	-1	-9	102
Cc1nc(NC(=O)/C=C/c2ccccc2)sc1C(=O)Nc1ccccc1Cl	-4	2	0.9	?	-0.6	-1	-11	-7	7	78*
CC(C)(C)NS(=O)(=O)c1ccc(NC(=O)C2CCCO2)cc1 (configuration not stated)	0	0	1.7	2	-0.1	-2	-8	3	-14	113
Cc1ccc(NC(=O)C(=O)NCCN2CCN(S(C)(=O)=O)CC2)cc1C	1	0	-0.6	nt	-0.1	-1	3	1	6	93
O=C(c1ccccc1F)N1CCN(c2ccccc2)CC1	-1	-2	-0.6	nt	-1.9	-1	-14	2	-11	96
Cc1cccc(C)c1NC(=O)c1ccc(OCc2c(C)noc2C)cc1	-3	1	0.2	nt	-0.3	-2	-8	-1	13	nt
COc1ccc(C(c2nnnn2CC2CCCO2)N2CCN(c3ccccc3)CC2)cc1 (configuration not stated)	7	-1	1.2	0	0.3	1	-15	-10	3	nt
Clc1ccc(-c2nnc(-c3ccccc3)nc2N2CCSCC2)cc1	-9	-7	-0.2	1	-1.0	-3	-12	0	3	95
COC(=O)C1NN=C(C(=O)c2ccc(Br)cc2)C1c1cccc(Br)c1 (configuration not stated)	-2	-3	3.7	-7	-1.3	-1	13	-3	-12	92
CCCCCCCSc1nnc(-c2ccccc2N)c(=O)[nH]1	-6	11	0.3	-4	0.4	-1	-12	-1	-7	112
CC(C)C(=O)N=C1NC(=O)CS1	-4	1	1.3	0	-2.2	-5	-2	2	3	108
Cc1cc(C)c(C)c(S(=O)(=O)N2CCN(CC(=O)NC(=O)NCc3ccccc3)CC2)c1C	3	-1	0.1	-1	-0.3	3	-8	1	-14	nt
CN1CCCN(S(=O)(=O)c2ccccc2)c2nc3ccccc3nc21	-9	-4	-3.1	-1	-4.0	-22	-4	0	-7	104
O=C(COc1ncnc2scc(-c3ccc(Cl)cc3)c12)NCc1ccco1	-5	2	0.7	nt	-1.5	0	-5	1	4	104
Cc1cccc(NC(=O)COc2cccc3c2CCN(C)C3=O)c1C	-2	-1	0.8	1	-0.6	4	5	1	-4	110
N#Cc1c(NC(=O)CSc2n[nH]c(N)n2)oc(-c2ccccc2)c1-c1ccccc1	7	0	-0.6	-8	-2.1	4	-4	-3	4	nt
Cc1cc(NC(=O)C2CC(c3ccccc3Cl)=NO2)no1 (configuration not stated)	-3	-4	0.0	-1	-0.8	-6	-4	8	1	91
O=C(Cn1cc([N+](=O)[O-])cn1)N1CCCc2ccccc21	2	0	-0.7	-5	0.1	-3	3	-4	10	109
Cc1nn(CC(=O)Nc2ccc3c(c2)OCO3)c(C)c1Cl	-7	2	1.4	2	-0.7	3	0	-1	-6	112
CC(=O)NC1CC2CCCC(C1)N2C(=O)Nc1ccccc1C (configuration not stated)	-5	0	-1.6	-4	0.1	-3	-1	0	0	110
COc1ccc(N2CCN(C(=O)c3ccc(C(C)(C)C)cc3)CC2)cc1	2	-3	1.2	-1	0.2	16	1	6	-8	104
O=C(Nc1ccc(Cl)cn1)Nc1cccs1	-1	1	-1.5	2	-0.6	1	-1	3	11	98
CC1=NN(c2ccccc2)C(=O)/C1=C/c1cccc(C)c1	3	2	-0.5	-1	-0.3	6	3	1	6	93
Oc1ccc2n[nH]nc2c1	-8	-2	1.6	-4	-0.8	-3	-8	-1	5	104
COCCn1c(=O)c2ccccc2c2ccccc2c1=O	-3	-2	0.1	1	-0.6	-2	-2	2	37	95
Cc1ccc(OCc2nnc(SCC(=O)c3ccccc3)n2-c2ccccc2)cc1	1	0	0.4	-5	-4.3	0	-2	4	-7	115
COc1cccc(CNC(=O)C2CCC(=O)N(CCc3cccc(F)c3)C2)c1 (configuration not stated)	2	1	0.6	-3	-2.0	-3	-3	0	29	105
Cc1c(C(=O)c2ccccc2C(=O)O)sc2ccccc12	-2	2	-0.1	7	-0.5	0	-2	2	-12	91
Cc1cc(=O)oc2c3c(cc(OCC(=O)NCCC(=O)N[C@@H](C)C(=O)O)c12)OC(C)(C)CC3	1	-5	0.5	-5	0.7	-1	-7	-2	39	100
CCO[C@H]1OC(C(=O)O)=C[C@@H](c2ccc3c(c2)OCO3)[C@@H]1CCCO	2	-1	1.3	0	0.0	nt	0	3	35	101
CC1CCN(C(=O)CN2C(=O)c3cccc4cccc(c34)C2=O)CC1	0	-1	1.0	-3	-0.8	3	3	-1	-25	nt
COc1ccc(C)cc1NC(=O)C1CCCN1S(=O)(=O)c1ccc2c(c1)CCC(=O)N2 (configuration not stated)	-4	0	-3.0	-2	0.4	nt	-5	0	23	107
CCc1cc2c(SC(C)C(=O)NC3CCCC3)ncnc2s1 (configuration not stated)	-2	-4	-1.4	-5	-0.6	-1	4	0	37	119
C=CCN(CC=C)C(=O)COC(=O)c1ccc(Sc2ncn[nH]2)c([N+](=O)[O-])c1	-1	-2	0.7	-5	0.2	-2	-2	-3	2	115
O=C(COC(=O)CCN=C1NS(=O)(=O)c2ccccc21)NNC(=O)c1ccc(Cl)cc1	4	4	0.3	-5	-0.8	-3	-5	-5	-4	110
CN(CC(=O)NCCN1CCN(Cc2ccccc2)CC1)S(=O)(=O)c1cccc2nsnc12	-4	-1	-2.7	0	-1.0	2	0	2	24	nt
CCOc1ccccc1NC(=O)c1ccccc1-c1nc(-c2ccccc2)no1	-3	-11	-7.4	1	-0.8	36	-6	-1	4	nt
COc1ccc(S(=O)(=O)NCCN2CCOCC2)cc1[N+](=O)[O-]	-2	1	1.6	-3	-3.1	-9	7	2	-19	97

Assay outcomes deposited in PubChem BioAssay by several laboratories.

An excerpt; count on the stated rates, not on these rows.
